# A3A deaminase – blocks human APOBEC3A ssDNA deamination; 0.41% of 330,000 active; inhibition, % at 20 µM; P31941; recombinant A3A, FAM/TAMRA ssDNA deamination fluorescence;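 active means at least 40% inhibition at 20 µM here, with at most 30% in a related deaminase screen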;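 further: plate controls were A3A with DMSO for no effect and wells lacking A3A enzyme for full effect; some results filed as inactive read as strong as hits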
# Target sequence (P31941 whole entry, looked up): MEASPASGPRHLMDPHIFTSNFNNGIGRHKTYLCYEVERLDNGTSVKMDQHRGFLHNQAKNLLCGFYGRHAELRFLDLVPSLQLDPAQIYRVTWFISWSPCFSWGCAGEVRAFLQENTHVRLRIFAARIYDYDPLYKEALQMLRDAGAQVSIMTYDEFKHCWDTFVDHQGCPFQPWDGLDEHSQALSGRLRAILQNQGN
# mIAP block – blocks mouse intestinal alkaline phosphatase; purified mouse IAP, CDP-Star luminescence, 30 min; inhibition, % at 10 µM; 0.2% of 330,000 active; AID 2806;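 active means inhibition of at least 40% at 10 µM in the primary screen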;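 further: plate controls were DMSO with enzyme for no effect and no enzyme wells for full effect; values of inactives mirror those of a sister screen read the other way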
# NLRP3 yeast inh – inhibitors of NALP3 inflammasome in yeast. Yeast reconstituted NLRP3/ASC/caspase-1, beta-gal luminescence, 24 h. inhibition, % at 10 µM. 0.39% of 330,000 active;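 active means inhibition of 50% or more; inactive means inhibition below 50%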;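 further: plate controls were induced DMSO wells for no effect and uninduced yeast grown without galactose for full effect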
# mIAP act – mouse IAP activation | muIAP, CDP-Star luminescence, 30 min; hits give high values; 1 = vehicle-only enzyme signal, 0 = enzyme-free wells | 0.24% of 330,000 active | activation factor at 10 µM;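 active means activation factor of at least 2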; further: the source names both 10 and 20 µM as test concentration; values of inactives mirror those of a sister screen read the other way
#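 also added = chemiluminescent substrate CDP-Star | test system = mouse IAP enzyme | signal = chemiluminescence readout | compound = DMSO-dissolved test compounds | incubation = 30 min at room temperature | benchmarks = DMSO wells, no-enzyme wells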
# SENP1 inh – blocks the human SENP1 SUMO protease catalytic domain | recombinant SENP1 catalytic domain, CyPet-SUMO1-YPet FRET cleavage | inhibition, % at 10 µM | 0.21% of 360,000 active | AID 624204;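 active means inhibition at least 30% at 10 µM, raw YFP signal under a set limit, fluorescence ratio 0.5 to 1.5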;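 further: 0% = enzyme with DMSO and 100% = no enzyme wells; some results filed as inactive read as strong as hits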
# Target sequence (Q9P0U3 419-644 limits assumed): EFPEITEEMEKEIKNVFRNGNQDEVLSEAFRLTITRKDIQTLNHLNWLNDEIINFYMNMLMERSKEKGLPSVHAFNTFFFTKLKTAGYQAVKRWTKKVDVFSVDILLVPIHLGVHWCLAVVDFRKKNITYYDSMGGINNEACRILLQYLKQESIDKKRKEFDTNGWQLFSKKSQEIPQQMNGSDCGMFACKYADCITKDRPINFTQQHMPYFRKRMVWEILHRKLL
#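 system = hSENP1 catalytic domain, recombinant | reagent = SFCypet-SUMO1-SFYpet substrate at 25 nM | doses = one dose per compound, 10 µM, 0.5% DMSO | incubation = enzyme reaction for 50 min at room temperature, dark | measured by = FRET, CFP and YFP emission | controls = no-enzyme low, enzyme-DMSO high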
# hIAP act – increases human intestinal alkaline phosphatase activity. purified human IAP, CDP-Star luminescence, 30 min; hits give high values; 1 = vehicle-only enzyme, 0 = enzyme-free background. AID 2524. P09923. 0.16% of 330,000 active. activation factor at 10 µM;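 active means activation factor of the enzyme at least 2-fold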; further: the source names both 10 and 20 µM as test concentration; values of inactives mirror those of a sister screen read the other way
# beta cell repl – MIN6 beta-cell proliferation induction | MIN6 cells proliferation, ATPlite luminescence, 48 h; cells starved in 0.2% serum; 100% = growth in 10% serum | proliferation, % at 10 µM | 0.29% of 330,000 active;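 active means compounds whose signal lies at least 3.5 SD above the mean of all wells on their plate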;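 further: 0% = DMSO-treated cells in low-serum medium and 100% = 10% serum control; some compounds called inactive have numbers as strong as hits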
# hIAP inh – human IAP inhibition. 0.12% of 330,000 active. purified IAP, CDP-Star luminescence, 30 min. inhibition, % at 10 µM;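 active means inhibition reaching a set limit with compound at 10 µM in the primary screen, cut at about 35% in these data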;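 further: plate controls were DMSO wells with enzyme for no effect and no-enzyme buffer wells for full effect; values of inactives mirror those of a sister screen read the other way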
# APOBEC3G inh – APOBEC3G (human) deaminase inhibition | Q9HC16 | recombinant A3G, ssDNA deamination FAM/TAMRA fluorescence | inhibition, % at 20 µM | 0.28% of 330,000 active | AID 493012;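 active means inhibition of at least 40% at 20 µM, with no more than 30% in the related APOBEC3A deaminase screen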;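 further: plate controls were DMSO wells with A3G for no effect and wells lacking A3G enzyme for full effect; some compounds called inactive have numbers as strong as hits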
# Target sequence (Q9HC16 whole entry, looked up): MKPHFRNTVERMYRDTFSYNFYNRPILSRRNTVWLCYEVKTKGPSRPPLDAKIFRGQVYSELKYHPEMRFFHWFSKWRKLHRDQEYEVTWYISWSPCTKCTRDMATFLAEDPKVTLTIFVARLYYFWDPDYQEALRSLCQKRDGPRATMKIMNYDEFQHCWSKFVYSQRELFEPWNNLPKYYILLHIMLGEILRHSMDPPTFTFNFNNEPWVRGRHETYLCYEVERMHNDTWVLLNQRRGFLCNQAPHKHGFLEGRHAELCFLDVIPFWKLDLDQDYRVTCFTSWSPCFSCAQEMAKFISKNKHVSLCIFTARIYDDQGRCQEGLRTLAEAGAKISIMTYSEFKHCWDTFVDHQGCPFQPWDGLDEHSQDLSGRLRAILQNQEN
# * marks the source's active call; other numbers are inactive results; . = no result given. An excerpt (hit frequency here may not be typical).
SMILES,A3A deaminase,mIAP block,NLRP3 yeast inh,mIAP act,SENP1 inh,hIAP act,beta cell repl,hIAP inh,APOBEC3G inh
C=CCn1c(SCc2nc3sc(C(=O)O)c(C)c3c(=O)[nH]2)nnc1-c1ccc(C(C)(C)C)cc1,40*,18,4,0.82,11,0.92,-1,8,-1
NNC(=O)CSc1nnc(-c2ccccc2)n1-c1ccccc1,-2,5,3,0.95,1,1.1,-1,-14,-8
O=C(NNc1ccccc1[N+](=O)[O-])Nc1ccc(Cl)c(Cl)c1,2,6,24,0.94,4,0.93,0,7,2
COc1cccc(-c2nn(-c3ccccc3)cc2/C=C\C(=O)c2cccs2)c1,2,8,28,0.92,-20,0.97,-7,3,-2
COC(=O)c1ccc2[nH]c3cccc(/C(=C/c4ccccc4)c4ccccc4)c3c2c1,-6,-18,-1,1.2,-1,1.1,-8,-11,-14
COc1ccc(C(=O)Nc2nnc(Cc3ccc(OC)c(OC)c3)s2)cc1,-5,2,16,0.98,0,0.97,-4,3,-2
COCCCNC(=O)CSc1ccsc1[N+](=O)[O-],3,-1,8,1,4,1.1,-1,-10,-5
O=C(OCC(=O)C12CC3CC(CC(C3)C1)C2)c1ccc(O)cc1O,0,14,13,0.86,-1,1.1,-8,-11,-6
COC(=O)CNC(=O)c1ccccc1F,-5,0,11,1,4,0.99,-3,1,4
COc1ccc(C(=O)NCC2CCCO2)cc1OC (configuration not stated),1,1,-5,0.99,1,0.93,-1,7,-9
Cc1cccc(N2CCN(Cc3cnc(Cl)s3)CC2C)c1 (configuration not stated),-4,2,-9,0.97,3,1.1,-1,-10,-4
CCOC(=O)c1ccc(NC(=O)c2cccc(C)c2[N+](=O)[O-])cc1,-1,9,27,0.91,0,1.3,-1,-26,-3
O=C(COc1ccc(S(=O)(=O)N2CCOCC2)cc1)NCCc1ccccc1,-5,0,20,0.99,1,1.1,6,-10,-10
CCC(C)N1CC(=O)N2Cc3[nH]c4ccccc4c3C[C@H]2C1=O (some centres not stated),-4,4,1,0.96,-5,0.82,2,18,-8
COc1ccc(-c2cc([C@H]3[C@@H]4C=CCC[C@@]4(C)C(=O)N3Cc3ccccc3)ccc2F)cc1OC,4,-5,11,1.1,-1,1,-8,-2,0
CCC(=O)Nc1c(S(=O)(=O)c2ccc(C)cc2)c2nc3ccccc3nc2n1C(C)c1ccccc1 (configuration not stated),1,17,0,0.83,-120,0.97,0,3,2
O=C(NC1CCN(Cc2ccccc2)CC1)c1ccccc1NS(=O)(=O)c1ccc(F)cc1,-2,8,-2,0.92,-1,1.1,2,-5,-4
CC1(C(=O)OCC(=O)Nc2nnc(-c3ccccc3)o2)CC1(Cl)Cl (configuration not stated),-2,-2,-2,1,3,1.1,-1,-8,-8
COc1ccccc1C(=O)Nc1ccccc1C(=O)NCc1ccco1,-4,5,18,0.95,-1,0.95,-1,5,0
CN(C)C(=O)c1nc2ccc(Cl)cn2c1CNCc1ccccc1OC(F)(F)F,-1,0,7,1,-4,0.93,-3,7,-10
O=C(NC(Nc1nc2ccc([N+](=O)[O-])cc2s1)(C(F)(F)F)C(F)(F)F)c1cccnc1,-6,17,12,0.83,-31,0.98,-6,2,0
CC1CCCC(C)N1C(=O)COC(=O)c1ccc2c(c1)OCO2 (configuration not stated),5,-2,8,1,1,1.2,-4,-16,1
N=c1n(CC(=O)c2ccc(Br)cc2)c2ccccc2n1Cc1ccccc1,1,3,24,0.97,1,0.97,-7,3,-6
COc1cccc(C2=CC(c3ccc(OC)c(OC)c3)NC(=S)N2)c1 (configuration not stated),-4,10,1,0.9,.,1.1,0,-7,-11
CC(C)C[C@H]1C(=O)N2CCC[C@H]2[C@]2(O)O[C@](NC(=O)C3C=C4c5cccc6[nH]c(Br)c(c56)C[C@H]4N(C)C3)(C(C)C)C(=O)N12 (some centres not stated),-1,9,20,0.91,-4,0.94,-8,6,-2
COCCN(C(=O)Cc1coc2cc(C)c(C)cc12)c1c(N)n(Cc2ccccc2)c(=O)[nH]c1=O,-3,2,-7,0.98,-2,1.1,-2,-9,-14
COc1ccccc1C(=O)COC(=O)C(NC(=O)Cc1ccccc1)C(C)C (configuration not stated),-2,-1,2,1,3,1,-4,0,-4
CCc1cc2c(=O)c(-c3cscn3)coc2cc1O,-1,-13,34,1.1,-3,1.1,-1,-10,6
Cn1ccnc1SCc1cn2cc(Br)ccc2n1,4,-18,14,1.2,-2,1.1,-1,-9,2
Cc1sc2c(c1C)c(=O)n(-c1ccccc1)c(=O)n2CC(=O)NCC1CCCO1 (configuration not stated),3,-6,5,1.1,2,1.1,-3,-5,-3
CCOC(=O)C1=CN(Cc2cccc(F)c2)S(=O)(=O)N(C)C1c1ccc(C(F)(F)F)cc1 (configuration not stated),1,-3,.,1,-1,.,.,.,2
CC1(c2cccc(Br)c2)NC(=O)NC1=O (configuration not stated),-2,4,-7,0.96,0,1.1,0,-9,-9
CCn1c(CN2CCCCC2)nc2cc(S(=O)(=O)N3CCCCC3)ccc21,1,-5,9,1,0,0.89,-6,11,-6
C/C(=N\NC(=O)Cc1ccccc1)c1ccc(Br)s1,-3,1,21,0.99,1,0.98,-3,2,-3
Cc1cccc(NC(=S)N2CCOCC2)c1C,0,-1,6,1,0,0.91,0,9,-3
CCOc1ncccc1C(=O)OCC(=O)c1c(N)n(C)c(=O)n(C)c1=O,0,-3,15,1,2,1.1,-2,-14,-8

# Continued; it opens with the 2 that closed the last part.
SMILES,A3A deaminase,mIAP block,NLRP3 yeast inh,mIAP act,SENP1 inh,hIAP act,beta cell repl,hIAP inh,APOBEC3G inh
Cc1cccc(NC(=S)N2CCOCC2)c1C,0,-1,6,1,0,0.91,0,9,-3
CCOc1ncccc1C(=O)OCC(=O)c1c(N)n(C)c(=O)n(C)c1=O,0,-3,15,1,2,1.1,-2,-14,-8
Cc1cc(C(=O)CSc2nc(N)cc(N)n2)c(C)n1CCc1ccc(F)cc1,0,0,-6,1,-17,0.94,-1,6,1
O=C(NCc1nc2ccccc2[nH]1)C1=C[C@@H](c2ccc3c(c2)OCO3)C[C@@H](OCc2ccc(CO)cc2)O1,0,-8,-2,1.1,.,1.2,-5,-20,-11
CCOC(=O)c1ccc(N2CCOCC2)c(NC(=O)COCC(=O)O)c1,-1,3,-5,0.97,0,1.2,0,-24,-3
Cc1ccc(C)c(N2C(=O)c3cc(N4CCOCC4)c([N+](=O)[O-])cc3C2=O)c1,4,10,8,0.9,3,0.98,-1,2,2
CC1Oc2ccccc2N(CC(=O)NCc2cccs2)C1=O (configuration not stated),-7,-5,-5,1,0,0.95,-2,5,-5
Cc1ccc(S(=O)(=O)Nc2ccccc2-c2ccccc2)cc1,0,5,-1,0.95,1,0.98,-1,2,-5
N#Cc1c(N)nc2c(c1-c1ccncc1)CCCCC2,-1,5,-9,0.95,-2,1,-1,-2,-5
COc1ccc(N2C(=O)c3ccccc3NC23CCCCC3)cc1,-3,1,8,0.99,1,0.99,-4,1,-3
COc1cccc(/C=C/C(=O)OCC(=O)NCC2CCCO2)c1OC (configuration not stated),-6,0,10,1,2,1,-1,-4,-8
N#Cc1c(NC(=O)C(=O)NCCCN2CCOCC2)sc2c1CCCC2,-7,3,11,0.97,4,1.1,-1,-11,-5
CN1c2cccc3cccc(c23)N(C)C1c1cccs1,-1,7,23,0.93,0,1.2,1,-20,-5
CC1CC(C)CN(CCCNC(=O)CN2C(=O)c3cccnc3Oc3ccc(Cl)cc32)C1 (configuration not stated),3,7,1,0.93,1,0.79,-3,21,6
Cc1ccc(CNC(=O)C(=O)NCC2OCCCN2S(=O)(=O)c2ccc(F)cc2)cc1 (configuration not stated),-5,6,14,0.94,3,0.77,-4,23,-6
COC(=O)c1ccccc1NC(=O)c1ccc(F)cc1,-3,-8,-4,1.1,1,1.1,-2,-10,-5
COc1ccc(-c2nc(C#N)c(NCCN(C)C)o2)cc1,0,2,1,0.98,0,0.96,0,4,1
CSc1ccccc1OCc1cc(C(=O)NCCCn2nc(C)cc2C)no1,-5,0,14,1,-2,1.2,1,-18,-9
O=S(=O)(Nc1nc2ccccc2nc1NCc1ccco1)c1ccc(F)cc1,-1,-3,29,1,-86,1.1,-1,-11,3
COc1cc(OC)c(OC)cc1/C=N/NC(=O)c1cccc(S(=O)(=O)N2CCOCC2)c1,3,5,9,0.95,-4,1,-1,-4,-4
Cc1cc(C(=O)COC(=O)c2ccc(NC(=O)CC#N)cc2)c(C)n1-c1ccc(OC(F)F)cc1,-6,11,27,0.89,-21,1.1,-1,-7,-8
CCOC(=O)C1C(=O)C=C(c2ccc(C)cc2)CC1c1ccccc1 (configuration not stated),-1,-1,9,1,-2,0.95,1,5,-12
O=C(NCc1cccs1)C1CC(=O)N(c2ccccc2)C1 (configuration not stated),-1,11,18,0.89,0,0.92,0,8,-4
O=C(CN1CCCCC1)Nc1ccc(F)c(Cl)c1,0,-1,4,1,0,0.97,-1,2,-2
O=C(CSc1cccc[n+]1[O-])N1CCCc2ccccc21,3,1,16,0.99,-1,0.97,-1,3,-2
COc1ccccc1NC(=O)c1cccc(S(=O)(=O)N2CCOCC2)c1,4,-1,0,1,0,1.2,-3,-24,-3

# An excerpt from above in order of the APOBEC3G inh value, low to high.
compound,APOBEC3G inh
COC(=O)c1ccc2[nH]c3cccc(/C(=C/c4ccccc4)c4ccccc4)c3c2c1,-14
COc1ccccc1NC(=O)c1cccc(S(=O)(=O)N2CCOCC2)c1,-3
COc1ccc(C(=O)Nc2nnc(Cc3ccc(OC)c(OC)c3)s2)cc1,-2
COc1ccc(-c2cc([C@H]3[C@@H]4C=CCC[C@@]4(C)C(=O)N3Cc3ccccc3)ccc2F)cc1OC,0

# The list continues.
SMILES,A3A deaminase,mIAP block,NLRP3 yeast inh,mIAP act,SENP1 inh,hIAP act,beta cell repl,hIAP inh,APOBEC3G inh
COc1ccc(CNC(=O)CN(c2cccc(OC)c2)S(C)(=O)=O)cc1,2,8,12,0.92,3,0.83,4,17,12
CC(=O)Nc1ccc(S(=O)(=O)Nc2cccc(-c3nc4cc(C)ccc4o3)c2)cc1,-7,-7,7,1.1,-1,1,-6,-1,-1
O=C(Nc1ccc(F)cc1)Nc1ccc(Oc2ncnc3cc(Cl)ccc23)nc1,6,-10,1,1.1,1,1.1,-1,-8,3
CC[C@@]12C(=O)N(c3ccc(OC)cc3)C(=O)N1[C@H](c1ccc(Cl)cc1)[C@@H]1C(=O)N(C3CCCCC3)C(=O)[C@@H]12,0,-1,1,1,2,0.95,0,5,-7
O=C(c1cc2c(s1)CCC2)N1CCN(c2ccccc2)CC1,29,9,21,0.91,1,1,-5,-1,31
CCCCC1=CC2=CC(=O)C(C)(OC(=O)CC)C(=O)C2=CN1C1CCCC1 (configuration not stated),-2,2,9,0.98,-44,0.78,-3,22,-4
COc1ccc(N2CCN(CCC(=O)c3ccc4ccccc4c3)CC2)cc1,-3,9,9,0.91,1,0.96,-7,4,-5
CC(=O)c1ccc(N2CCN(S(=O)(=O)c3c(C(=O)N4CCCCC4)c(C)n(C)c3C)CC2)cc1,-4,9,29,0.91,1,1.1,-3,-9,0
COc1ccccc1N1CCN(CC(=O)Nc2nc(C)c(C(=O)N(C)C)s2)CC1,-5,-4,-8,1,-2,1,2,0,-3
